# High-throughput results: PubChem BioAssay, National Center for Advancing Translational Sciences (NCATS)
# p53null 32C kill: kills p53 null cells at the permissive temperature. H1299-neo p53 null cells, ATP luminescence, 24 h, 32C. Potency, µM (top dose mostly 46.1 µM), for the others: top-dose activity change, negative = cytotoxicity, actives largely listed as cytotoxic. 0.62% of 55,000 active;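 further: 0% = DMSO only and -100% = full killing by 100 µM tamoxifen; nearly all actives have a fitted effect of over 55% in size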
#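 ATP-content luminescence in p53-null H1299-neo cells after 24 h compound exposure (up to 46 uM) at 32C permissive temperature; 0% and 100% killing set by DMSO and 100 uM tamoxifen; Hill-equation AC50.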
# p53null 39C kill: p53 null cell cytotoxicity, nonpermissive temperature. H1299 p53-null (neo) cells, 39C, ATPlite viability, 24 h. Potency, µM (series often up to 46.1 µM), inactives show top-dose activity, negative = cell killing, most hits filed as cytotoxic. 0.97% of 55,000 active. AID 904;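 further: 0% = DMSO only and -100% = full killing by 100 µM tamoxifen; nearly all actives have a fitted effect of over 50% in size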
#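 Luminescent ATP signal reported cell survival after H1299 lines (neo, p53 null; or p53 A138V) received up to 46 uM compound and 24 hr incubation at 39C.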
# The depositor's hits bear a star; u = inconclusive; [ ] = dose if it differs, or a comment. The call rests on the fitted dose curve; in most records, active means well fitted cell-killing curve with a large enough effect; inconclusive means small, poorly fitted or top-dose-only effect; inactive means no such curve, though single readings can be large or run the other way. Potency means the concentration at half of the fitted maximal effect. The list is partial. The share of hits here may be higher or lower than overall.
SMILES,p53null 32C kill,p53null 39C kill
O=C(Nc1ccc(-c2noc(COc3ccccc3Cl)n2)cc1)c1ccco1,u,u
CC(/C=N/n1c(-c2ccco2)n[nH]c1=S)=C\c1ccco1,-5%,-4%
O=C(NCCc1ccccc1)c1nc2nc(-c3cccs3)cc(C(F)(F)F)n2n1,4%,16%
O=C(CSc1ccc2nnc(-c3ccccc3)n2n1)N1CCCc2ccccc21,5%,12%
CCSc1nc2ccccc2n1CC(N)=O,0%,-8%
CC1(C)Cc2ccccc2-c2c1c(=O)n(Cc1ccccc1)c1nnnn21,-5%,11%
O=C(CCc1ccccc1)n1nc(-c2ccccc2)nc1NCc1ccco1,4%,-1%
Cc1cc(C)c2c(C)c(C(=O)NCc3ccncc3)oc2c1,-2%,-9%
CCOc1ccc(NC(=O)CN(Cc2ccccc2)S(C)(=O)=O)cc1,-4%,12%
Cc1cc(NC(=O)CSc2nc3ccsc3c(=O)n2NC(=O)c2ccccc2)no1,8%,16%
Cc1cc(-c2ccccc2)nc(N2CCC(C(=O)NCc3ccccc3Cl)CC2)n1,6%,-24%
CCCc1nc(-c2cc3ccc(C)cc3[nH]c2=O)no1,9%,-11%
CC(=O)n1c2c(c3ccccc31)OC(N)=C(C#N)C2c1cccc(Cl)c1Cl (stereo not given),-14%,-12%[1.84 µM]
O=C(Cn1cnc([N+](=O)[O-])c1)Nc1cc(Oc2ccc(Cl)cc2Cl)cc([N+](=O)[O-])c1,28%,11%
CCOC(=O)N1CCN(C(=O)CSCC(=O)Nc2nc(-c3ccc(Cl)s3)cs2)CC1,-4%,15%
Cc1cc(C)n(-c2ccc(C(=O)Nc3cc(S(=O)(=O)N(C)C)ccc3Cl)cc2)n1,3%,7%[1.84 µM]
COc1ccc(C(NC(=O)N2CC(C)OC(C)C2)C(Cl)(Cl)Cl)cc1F (stereo not given),-12%,14%[1.84 µM]
COc1nn(C(C)C(=O)N2N=C(C(F)F)CC2(O)C(F)F)cc1[N+](=O)[O-] (stereo not given),-1%,6%
O=S(=O)(c1ccc(-c2csc(-c3cccnc3)n2)cc1)N1CCCCC1,2%,7%
COc1ccc(-c2c(=O)n(OCc3ccccn3)c3ccccc3[n+]2[O-])cc1OC,-5%,-1%
Cc1nc2ncnn2c(C)c1CCC(=O)Nc1csc(N)n1,1%,7%
CC(=O)c1cccc(NC(=O)c2ccc(N(Cc3ccccc3C)S(C)(=O)=O)cc2)c1,6%,-14%
O=C(N/N=C/c1ccc(-c2ccccc2[N+](=O)[O-])o1)c1cncc(Br)c1,5%,10%
Cc1ccccc1C(=O)NNC(=O)CN1C(=O)c2ccccc2C1=O,4%,5%
O=C(NCc1nnc(SCc2ccccc2)n1-c1ccc(F)cc1)C12CC3CC(CC(C3)C1)C2,24%,-1%
Cc1ccc(Cl)cc1NC1=NC(=S)N(C(C)C)C12CCCCC2,1%,1%
CCc1ccc(Oc2cc(C)nc(N)n2)cc1,-2%,-15%
CNC(=O)C1CC(=O)N(CCc2ccc(OC)cc2)C(=Nc2ccc(OC)cc2)S1 (stereo not given),-7%,-17%
CCCc1nc(NCc2ccc3c(c2)OCO3)c2nnn(Cc3ccccc3Cl)c2n1,3%,-6%
Cc1noc(C)c1C(=O)OCC(=O)Nc1ccccc1C(=O)NC(C)c1ccccc1 (stereo not given),-2%,-4%
Cn1c(SCC(=O)N2c3ccccc3Sc3ccc(Cl)cc32)nnc1-c1ccco1,1%,8%
Cc1nn2c3ccccc3n(C)c2nc1=O,-7%,-13%
O=C(COc1cccc2c1CCN(Cc1ccc(Br)cc1)C2=O)NCc1ccco1,-2%,-9%
Cc1ccc2oc(=O)c3cnn(CC(=O)NCCN(C)C)c3c2c1,6%,2%
N#C/C(=C\c1ccc(OC(=O)c2ccccn2)cc1)C(N)=O,10%,32%[activator]
CN(/N=C/c1cccs1)c1cc(=O)n(C)c(=O)[nH]1,-7%,10%
c1ccc(Cn2ncc3c(N4CCOCC4)ncnc32)cc1,8%,-1%
COc1cc(-c2nnc(CSc3nnc(Nc4ccc(Oc5ccccc5)cc4)s3)o2)cc(OC)c1OC,-9%,27%
O=C(COC(=O)c1sc2cc(F)ccc2c1Cl)Nc1ncc(Cl)cc1Cl,-11%,5%
CCC(C)OC(=O)C1=C(C)OC23OC(N)=C(C#N)C12C(=O)c1ccccc13 (stereo not given),-4%,-10%

# 4 entries drawn at random from the list so far:
SMILES,p53null 32C kill,p53null 39C kill
O=C(Cn1cnc([N+](=O)[O-])c1)Nc1cc(Oc2ccc(Cl)cc2Cl)cc([N+](=O)[O-])c1,28%,11%
Cc1ccc2oc(=O)c3cnn(CC(=O)NCCN(C)C)c3c2c1,6%,2%
CC(=O)c1cccc(NC(=O)c2ccc(N(Cc3ccccc3C)S(C)(=O)=O)cc2)c1,6%,-14%
CCC(C)OC(=O)C1=C(C)OC23OC(N)=C(C#N)C12C(=O)c1ccccc13 (stereo not given),-4%,-10%

# Going on with the list:
SMILES,p53null 32C kill,p53null 39C kill
O=C(c1ccco1)N1CCN(C(=O)C2CCCO2)CC1 (stereo not given),-7%,15%
COc1ccccc1CNC(=O)CCn1c(=O)sc2ccccc21,3%,-7%
Cc1nc2ccc(NC(=O)c3cc([N+](=O)[O-])cc([N+](=O)[O-])c3Cl)cc2s1,-2%,7%
O=c1cc(Nc2ccc3c(c2)OCCO3)[nH]c(=O)n1C1CCCCC1,1%,1%
COc1ccc(Cc2nnc(NC(=O)Cc3cccs3)s2)cc1OC,-6%,12%
S=C1NCCc2ccccc2C1c1ccccc1Cl (stereo not given),0%,11%
COc1ccc(CNC(=O)c2onc(C)c2Cl)cc1,1%,6%
CCN1CCN(C(=O)c2ccc3c(=O)n(CCC4=CCCCC4)c(=O)[nH]c3c2)CC1,-7%,-6%
Cc1occc1C(=O)NN=C1C2CC3CC(C2)CC1C3,-21%,-10%
O=C(CSc1nnc(-c2ccncc2)n1Cc1ccco1)N1c2ccccc2Sc2ccc(Cl)cc21,-1%,19%
Cc1nc2ccc(C(=O)N3CCN(c4ccccc4)CC3)cc2s1,7%,18%
O=C(CN1C(=O)CCS(=O)(=O)c2ccccc21)Nc1cccc(Cl)c1,-3%,-4%
Cc1cc(C)nc(NCCCc2ccccc2)n1,-1%,0%
CCOc1ccc(N2CC(C(=O)Nc3ccc(N4CCOCC4)cc3)CC2=O)cc1 (stereo not given),-2%,4%
COc1ccc(CCNC(=O)Cn2cnc3c(nnn3Cc3ccccc3F)c2=O)cc1OC,3%,9%
Cc1cc(NC(=O)C2CCN(S(=O)(=O)Cc3ccccc3)CC2)ccc1-n1cnnn1,8%,10%
CCC(=O)NCCc1nc2ccccc2n1Cc1ccccc1,0%,7%
CC1=CS(=O)(=O)CC1Sc1ncn[nH]1 (stereo not given),4%,5%
O=C(CSc1nc2ccccc2c(=O)n1CCC(=O)N1CCCCC1)NCc1ccccc1,-12%,-8%
Cc1cccc(Oc2ncnc(N)c2[N+](=O)[O-])c1C,0%,5%
O=C(COc1ccc(F)cc1)Nc1nccs1,u,u
COCCNC(=O)C(c1cccs1)N(C(=O)Cn1nnc2ccccc21)c1ccc(OC)cc1 (stereo not given),-1%,21%
COC(=O)c1ccnc(/C=N/O)c1,1%,-5%
CC(C)(C)OC(=O)N1CCN(c2ccc(NC(=O)Cn3nnc(-c4ccccc4)n3)cc2)CC1,-1%,-17%
COCCN(C(=O)c1ccco1)C(C(=O)NC1CCCC1)c1cccs1 (stereo not given),-13%,10%
CCc1c(C)nc2ncnn2c1Nc1ccc(C)c(C)c1,-1%,-5%
CCCCN(C(=O)Cn1nnc2ccccc21)C(C(=O)NCCOC)c1cccs1 (stereo not given),-3%,-11%
C=CCOn1c(C)c(C(C)=O)c2c3no[n+]([O-])c3ccc21,-1%,-3%
O=C(CN1C(=O)NC2(CCCCCC2)C1=O)N1CCC(Cc2ccccc2)CC1,-3%,18%
c1cncc(C(c2nnnn2C2CCCCC2)N2CCN3CCCC3C2)c1 (stereo not given),-1%,1%
CCOC(=O)C(C)On1c(SC(C)C(=O)OCC)nc2ccccc2c1=O (stereo not given),1%,-5%
O=C1C2C3C=CC(C3)C2C(=O)N1c1nc2ccccc2s1 (stereo not given),0%,26%
Cc1nn(Cc2cccc(C(=O)NCC(C)C)c2)c(C)c1Br,4%,-2%
O=C1N(c2ccc(Cl)cc2)C(c2ccc(Cl)cc2)N2CCCN12 (stereo not given),55%[activator],-1%[1.84 µM]
CC(C)(C)/C(O)=C/c1nc2ccccc2[nH]c1=O,11%,-3%[1.84 µM]
COc1ccc(CCNC(=O)Cn2cnc3c(nnn3Cc3ccc(C)cc3)c2=O)cc1OC,1%,10%
Cc1ccc(C(c2nnnn2Cc2ccccc2)N2CCN(Cc3ccccc3)CC2)cc1 (stereo not given),1%,26%
Cc1c(C(=O)NCc2ccc3c(c2)OCO3)oc2ccccc12,-2%,-6%
c1coc(CNc2nc(-c3ccncc3)cs2)c1,-10%,-14%
Cc1cc2nnc(SC(C)C#N)n2c2ccccc12 (stereo not given),-1%,-13%
CC1CN(Cc2nc3c(c(=O)[nH]c(=O)n3C)n2CCCc2ccccc2)CC(C)O1 (stereo not given),6%,-2%
Cc1cc2c(cc1C)NC(=O)CC(C(F)(F)C(F)(F)C(F)(F)F)=N2,15%,1%
O=S(=O)(NCc1ccco1)c1cccc2cccnc12,1%,5%
CCS(=O)(=O)N1CCC(C(=O)c2ccc(Cl)cc2)CC1,-6%,-9%
O=C(CCSc1nc(-c2ccc3c(c2)OCO3)cc(C(F)(F)F)n1)NCc1ccccc1,-4%,-5%
Cc1ccc(OCC(=O)Nc2ccc(F)cc2)cc1C,6%,27%
COc1ccccc1N1CCN(C(=O)c2ccc(N3CCCC3=O)cc2)CC1,10%,26%
CCN(CCO)C(=O)CC(c1ccccc1)c1cc(Br)ccc1O (stereo not given),-4%,-11%
O=C(COC(=O)/C=C/c1ccc(Cl)cc1Cl)NCCC1=CCCCC1,-7%,24%
Cn1c(=O)c2c(ncn2Cc2ccccc2)n(C)c1=O,-5%,-1%
COc1ccc(-n2cnc3cc(NS(=O)(=O)c4ccccc4)ccc32)cc1,20%,-9%
CC(C)(C)OC(=O)N1CCC(C(=O)N2CCCCCC2)CC1,0%,4%
Nc1scc(-c2ccncc2)c1Cl,-11%,-6%
CCCn1nc(C(=O)OCC(=O)c2ccc3c(c2)NC(=O)CO3)c2ccccc2c1=O,5%,9%
Cc1nnc(SCC(=O)Nc2nccs2)s1,6%,9%
COC(=O)c1ccc(NC(=O)C2CCCN2S(=O)(=O)c2ccc(OC)cc2)cc1 (stereo not given),2%,16%
CCOc1ccc(/C(O)=C2/C(=O)C(=O)N(CC3CCCO3)C2c2ccco2)cc1 (stereo not given),2%,-1%
COc1ccc(CCNC(=O)c2cc(=O)[nH]c3ccc(Br)cc23)cc1OC,-3%,12%
CC(C)C(=O)Nc1cccc(S(=O)(=O)c2cccc(NC(=O)C(C)C)c2)c1,3%,0%
O=C(NCCc1ccncc1)Nc1ccccc1,-9%,12%

# Shown with each value named: entries from further up.
CC(C)C(=O)Nc1cccc(S(=O)(=O)c2cccc(NC(=O)C(C)C)c2)c1
  p53null 32C kill = 3% | p53null 39C kill = 0%

O=C(NCCc1ccncc1)Nc1ccccc1
  p53null 32C kill = -9% | p53null 39C kill = 12%

# The list goes on.
SMILES,p53null 32C kill,p53null 39C kill
C=CCO/N=C(/C)c1c(O)c(CC)c(-c2ccccc2)n(-c2ccccc2)c1=O,-1%,25%
Cc1ccc2oc(-c3ccc(NC(=O)c4ccc5c(c4)OCO5)cc3)nc2c1,2%,15%
Cc1ccc(Nc2nnc(SC3CCOC3=O)s2)cc1 (stereo not given),-9%,7%
CCOC(=O)CNC(=O)CN1C(=O)CCS(=O)(=O)c2ccccc21,-5%,-10%
COc1ccc(-c2nc(C#N)c(NCCc3ccccc3)o2)cc1,-9%,8%
COC(=O)c1ccc(NC(=O)C23CC4CC(C2)CC(n2cncn2)(C4)C3)cc1,5%,18%
O=C(N/N=C/c1ccccn1)c1cc(-c2cccc3ccccc23)n[nH]1,-14%,-17%
Cc1nc2sc(C(c3ccccc3)N3CCOCC3)c(O)n2n1 (stereo not given),6%,-1%
Cc1nc(N2CCN(Cc3ccccc3)CC2)c(C#N)c2c1COC(C)(C)C2,13%,-2%
CCc1nnc(NC(=O)c2sc3nc4c(cc3c2N)CCCCCC4)s1,-23%,-3%
COc1cc2c(cc1OC)C(c1cc3ccccc3oc1=O)=NC(C)(C)C2,-3%,30%[activator]
COCCCn1c(SCC(=O)Nc2ccc(NC(=O)c3ccco3)c(OC)c2)nc2ccccc2c1=O,-2%,36%
COC(=O)C1=C(C)Nc2c(c(=O)n(C)c(=O)n2C)C1c1cccnc1 (stereo not given),-2%,-2%
COC(=O)c1cc(=O)cc(C(=O)OC)o1,-4%,17%
O=C(CN1CCN(S(=O)(=O)c2ccc(Cl)cc2)CC1)Nc1ccc(N2CCOCC2)cc1,1%,18%

# Whole records from above:
# Cc1ccc2oc(-c3ccc(NC(=O)c4ccc5c(c4)OCO5)cc3)nc2c1 reads p53null 32C kill = 2%; p53null 39C kill = 15%
# COC(=O)c1ccc(NC(=O)C23CC4CC(C2)CC(n2cncn2)(C4)C3)cc1 reads p53null 32C kill = 5%; p53null 39C kill = 18%
